HP1b chromo inh: inhibitors of HP1-beta chromodomain binding to methylated histone tails; P83916; AlphaScreen HP1-beta / biotin-H3K9me3 peptide binding; Potency, µM (top dose mostly 114 µM), inactives show at the top dose activity change, negative = inhibition, most hits filed as inhibitors; 390,000 compounds, 0.56% hits; AID 540317; note: potency is the fitted concentration of half-maximal effect; nearly all actives have a fitted effect of over 70% in size; inactives centre near 23
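Compound inhibition of the preformed complex between 50 nM HP1-beta and 50 nM biotinylated H3K9me3 peptide was read by AlphaScreen. Buffer was PBS pH 7.4 with 0.01% Tween-20. Incubations ran 30 min at room temperature, with 10 ug/mL donor/acceptor beads.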
JMJD2A Tudor: blocks the human JMJD2A Tudor domain | Potency, µM (top dose mostly 114 µM), inactives show at the highest dose activity change, negative = inhibition, most hits filed as inhibitors | AID 504339 | 390,000 compounds, 4.4% hits | AlphaScreen JMJD2A-Tudor / H3K4me3 peptide binding; note: potency is the fitted concentration of half-maximal effect; % is set by controls: 0 for no effect and ±100 for the full control effect; nearly all actives have a fitted effect of over 50% in size
GLS inhibitor: inhibitors of human glutaminase (GLS); 410,000 compounds, 0.21% hits; AID 624170; Potency, µM (titrated, usually from 45.5 µM), for inactives: at the highest dose activity change, negative = inhibition, most hits filed as inhibitors; O94925; GLS enzymatic activity, qHTS titration; note: potency is the fitted concentration of half-maximal effect; % is set by controls: 0 for no effect and ±100 for the full control effect
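Coupled fluorescence readout: glutamate oxidase/HRP/Amplex Red detect glutamate formed by hKGA from L-glutamine (1 mM solution added). Buffer 45 mM KH2PO4 pH 8.2, 0.02% Tween-20; reads at t0 and 30 min RT.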
G9a inh: G9a (human) methyltransferase inhibition; G9a H3K9 monomethylation, AlphaScreen, 2 h; Q96KQ7; AID 504332; Potency, µM (series often up to 102 µM), for the others: top-dose activity, negative = inhibition, usual class: inhibitors; 350,000 compounds, 8.8% hits; note: potency is the fitted concentration of half-maximal effect; % is set by controls: 0 for no effect and ±100 for the full control effect; nearly all actives have a fitted effect of over 75% in size
Target sequence (Q96KQ7 913-1193 limits assumed): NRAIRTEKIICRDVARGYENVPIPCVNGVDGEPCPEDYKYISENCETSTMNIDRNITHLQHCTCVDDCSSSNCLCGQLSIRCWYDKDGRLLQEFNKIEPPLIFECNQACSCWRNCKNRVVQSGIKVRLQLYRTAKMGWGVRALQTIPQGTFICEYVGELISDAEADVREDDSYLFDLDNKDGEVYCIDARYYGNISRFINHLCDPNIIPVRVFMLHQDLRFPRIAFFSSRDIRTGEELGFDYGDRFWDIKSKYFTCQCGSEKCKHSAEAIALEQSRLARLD
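Methyltransferase reactions run at room temperature for 2 h (20 nM enzyme, 500 nM biotin-H3K9 peptide, 20 uM SAM) after a 15 min compound preincubation; product detected by AlphaScreen beads and anti-H3K9me1 antibody.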
PI4K2A block: inhibitors of human PI4K2A | purified PI4K2A, ADP-Glo luminescence, 1 h; hits give low values | activity change, negative = inhibition, % at 76.9 µM | AID 1346378 | 420,000 compounds, 0.13% hits; in the data active = activity change below about -50%; inconclusive = mostly about -30% to -49%;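 note: -100% = wells without enzyme as full effect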
Target sequence (Q9BTU6 whole entry, looked up): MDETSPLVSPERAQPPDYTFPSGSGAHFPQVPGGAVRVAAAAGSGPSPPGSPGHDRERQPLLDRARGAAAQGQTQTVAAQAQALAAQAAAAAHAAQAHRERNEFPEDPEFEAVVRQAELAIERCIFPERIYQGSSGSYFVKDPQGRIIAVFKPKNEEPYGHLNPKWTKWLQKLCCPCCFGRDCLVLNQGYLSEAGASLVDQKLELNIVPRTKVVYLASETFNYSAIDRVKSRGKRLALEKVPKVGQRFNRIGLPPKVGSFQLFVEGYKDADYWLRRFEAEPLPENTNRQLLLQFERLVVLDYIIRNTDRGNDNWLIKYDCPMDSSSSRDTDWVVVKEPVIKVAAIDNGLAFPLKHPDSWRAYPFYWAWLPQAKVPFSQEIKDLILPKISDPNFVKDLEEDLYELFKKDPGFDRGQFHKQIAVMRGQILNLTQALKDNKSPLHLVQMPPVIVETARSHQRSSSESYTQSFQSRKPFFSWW
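PI4K2A activity was measured by ADP-Glo luminescence: enzyme (4 ug/mL stock) and phosphatidylinositol (1.2 mM stock) in Tris pH 7.5/MgCl2/EGTA/Triton X-100 buffer were reacted with ATP (300 microM stock) for one hour at ambient temperature.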
12-LOX inh: inhibitors of human 12S-lipoxygenase ALOX12 | AID 1671190 | purified 12hLO, xylenol orange hydroperoxide absorbance | Potency, µM (highest dose often 108 µM), without a hit: at the top dose activity change, negative = inhibition, actives largely listed as inhibitors | P18054 | 580,000 compounds, 1.1% hits; note: potency is the fitted concentration of half-maximal effect; % is set by controls: 0 for no effect and ±100 for the full control effect
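Purified human 12hLO at 150 nM in 25 mM Hepes, 0.01% Triton X-100, pH 7.0, preincubated 15 min at room temperature with compound. Reaction started with 40 uM arachidonic acid, 30 min at room temperature. Hydroperoxide measured by Fe-xylenol orange, 573/405 nm absorbance ratio.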
RGS4 inhibitor: inhibitors of human regulator of G protein signaling 4; Potency, µM (series often up to 114 µM), for inactives: at the top dose activity change, negative = inhibition, usual class: inhibitors; 390,000 compounds, 0.039% hits; Transcreener GDP fluorescence polarization, RGS4-accelerated GTP hydrolysis; P49798; note: potency is the fitted concentration of half-maximal effect; % is set by controls: 0 for no effect and ±100 for the full control effect; nearly all actives have a fitted effect of over 75% in size; some results filed as inactive show a strong effect at the top dose
Target sequence (P49798 whole entry, looked up): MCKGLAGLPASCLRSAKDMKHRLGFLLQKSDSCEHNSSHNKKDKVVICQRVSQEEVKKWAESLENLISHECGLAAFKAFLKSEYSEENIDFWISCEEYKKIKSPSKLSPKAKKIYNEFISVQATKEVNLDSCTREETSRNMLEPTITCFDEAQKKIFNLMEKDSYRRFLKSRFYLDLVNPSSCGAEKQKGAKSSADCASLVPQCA
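MLSMR compounds (23 nl, pin-transferred) preincubated 10 min at room temperature with a 500nM (2x) first reagent, then RGS4 at 900nM (2x) plus Transcreener GDP mix added; fluorescence polarization (620/688 nm) read before and after 90 min at 30 °C.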
ERG Ets-DNA blk: blocks human ERG Ets domain binding to DNA; fluorescence polarization, His-ERG Ets domain / labelled DNA; 370,000 compounds, 0.028% hits; P11308; Potency, µM (series often up to 76.9 µM), without a hit: at the top dose FP activity, negative = inhibition, most hits filed as inhibitors; active = well fitted inhibition curve with a large enough effect in the polarisation, with a control signal flat; inconclusive = small, poorly fitted or top-dose-only effect, or effect the other way, or a change in a side signal; inactive = no such curve, though single readings can be large or run the other way; the % refers to the polarisation;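 note: polarization taken with two DNA probes labelled with fluorescein and Texas red; potency is the fitted concentration of half-maximal effect; % of control where 0% means no effect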
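His-tagged ERG Ets domain (1 uM in the protein solution; 300mM KCl, 50mM Tris-HCl, 1mM EDTA, 1mM DTT, pH 7.5) received compound, then a probe mix of 5 nM fluorescein-DNA and 100nM Texas-615-DNA. Fluorescence polarization was read for both dyes.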
BAZ2B block: blocks human BAZ2B; Q9UIF8; AlphaScreen BAZ2B-H3K14Ac peptide displacement; Potency, µM (titrated, usually from 114 µM), without a hit: top-dose activity change, negative = inhibition, hits mostly inhibitors; 360,000 compounds, 4.4% hits; AID 504333; note: potency is the fitted concentration of half-maximal effect; % is set by controls: 0 for no effect and ±100 for the full control effect; nearly all actives have a fitted effect of over 60% in size
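Inhibition is scored as reduced AlphaScreen emission. The BAZ2B/b-H3(5-23)K14Ac complex (50 nM each) in PBS pH 7.4, 0.01% Tween-20 meets compound (up to 110 uM) for 30 min at RT before bead addition.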
Starred values were filed as active, the others as inactive; u = inconclusive; x = not tested or not shown; & = joins results of further samples; [ ] = dose if it differs, or a comment. Unless noted, calls come from the whole dose curve; as a rule, active = well fitted curve in the direction sought with a large enough effect; inconclusive = small, poorly fitted or top-dose-only effect, or another doubt; inactive = no such curve, though single readings can be large; an effect the other way counts as inactive or inconclusive. Not all compounds are listed; the hit share may differ from the screen's.

Sample of the layout:
nr | HP1b chromo inh | JMJD2A Tudor | GLS inhibitor | G9a inh | PI4K2A block | 12-LOX inh | RGS4 inhibitor | ERG Ets-DNA blk | BAZ2B block | mol
1 | 11%[57 µM] | -2%[57.1 µM] | 6% | 18% | 2 | 1% | -16%&14% | -17% | 1% | Cn1c(SCC#N)nc2ccccc2c1=O
2 | 20% | u | -1% | u | 5 | u | -33% | 7% | 2% | Cc1ccc(-n2c(=O)[nH]c3c(C(N)=O)nc(-c4ccc(C)o4)nc32)cc1
3 | 34% | u | 4% | 7%[0.501 µM] | -5 | u | -38% | 5% | -2% | COc1ccc(-c2nc(SC(C)C(=O)Nc3ccc(NC(C)=O)cc3)n[nH]2)cc1 (stereo unspecified)
4 | 46%[activator] | -11% | -1% | -1%[59 µM] | 2 | 0% | 18% | 1% | -3% | CCC(=O)N1CCc2cc(CNS(=O)(=O)c3ccc(C(C)C)cc3)ccc21
5 | 20% | -34% | -6% | u | 1 | -9% | -6% | -6% | -12% | Cc1ccc(OCCSc2nc3ccccc3n2CCC(=O)O)cc1C
6 | 25% | -7% | -2% | -3% | 0 | 0% | -6% | 11% | x | CCOC(=O)c1nnn(-c2nc(N(C)C)nc(N(C)C)n2)c1C
7 | 68%[activator] | -6% | -7% | -5%[59 µM] | -3 | 49%[activator] | -20% | -1% | x | COc1cccc(NC(=O)c2ccncc2)c1
8 | 18% | -14% | 4% | 25%[2.33 µM] | -5 | u | -4% | 8% | 5% | CCc1cc(Cn2nc(C(=O)O)cc2-c2ccccc2)on1
9 | 20% | -6% | -3% | -18%[59 µM] | 1 | -18% | -1% | -3% | 4% | COc1cccc(Nc2nc3cc(Cl)c(Cl)cc3nc2-n2nc(C)cc2C)c1

Main list, from the first entry:
nr | HP1b chromo inh | JMJD2A Tudor | GLS inhibitor | G9a inh | PI4K2A block | 12-LOX inh | RGS4 inhibitor | ERG Ets-DNA blk | BAZ2B block | mol
1 | 11%[57 µM] | -2%[57.1 µM] | 6% | 18% | 2 | 1% | -16%&14% | -17% | 1% | Cn1c(SCC#N)nc2ccccc2c1=O
2 | 20% | u | -1% | u | 5 | u | -33% | 7% | 2% | Cc1ccc(-n2c(=O)[nH]c3c(C(N)=O)nc(-c4ccc(C)o4)nc32)cc1
3 | 34% | u | 4% | 7%[0.501 µM] | -5 | u | -38% | 5% | -2% | COc1ccc(-c2nc(SC(C)C(=O)Nc3ccc(NC(C)=O)cc3)n[nH]2)cc1 (stereo unspecified)
4 | 46%[activator] | -11% | -1% | -1%[59 µM] | 2 | 0% | 18% | 1% | -3% | CCC(=O)N1CCc2cc(CNS(=O)(=O)c3ccc(C(C)C)cc3)ccc21
5 | 20% | -34% | -6% | u | 1 | -9% | -6% | -6% | -12% | Cc1ccc(OCCSc2nc3ccccc3n2CCC(=O)O)cc1C
6 | 25% | -7% | -2% | -3% | 0 | 0% | -6% | 11% | x | CCOC(=O)c1nnn(-c2nc(N(C)C)nc(N(C)C)n2)c1C
7 | 68%[activator] | -6% | -7% | -5%[59 µM] | -3 | 49%[activator] | -20% | -1% | x | COc1cccc(NC(=O)c2ccncc2)c1
8 | 18% | -14% | 4% | 25%[2.33 µM] | -5 | u | -4% | 8% | 5% | CCc1cc(Cn2nc(C(=O)O)cc2-c2ccccc2)on1
9 | 20% | -6% | -3% | -18%[59 µM] | 1 | -18% | -1% | -3% | 4% | COc1cccc(Nc2nc3cc(Cl)c(Cl)cc3nc2-n2nc(C)cc2C)c1
10 | 34% | -4% | 2% | -11%[2.33 µM] | 4 | -14% | -10% | -14% | 1% | CCOc1cccc(C2C(C#N)=C(N)Oc3cc(C)n(Cc4ccccn4)c(=O)c32)c1OCC (stereo unspecified)
11 | 0% | -16% | -3% | x | -1 | 0% | u | 2% | -3% | CCCC(=O)Nc1cc(C)c(NC(=O)c2ccco2)cn1
12 | 18% | 11%[57.1 µM] | 4% | -10%[59 µM] | -3 | 0% | -20%[11.4 µM] | 1% | -10% | COCCNC(=O)c1c[nH]c2cc(OC)c(OC)cc2c1=O
13 | 44%[activator] | -24% | -2% | x | 11 | 2% | 36%[11.4 µM] | -6% | -11% | Cc1cccc(C)c1NC(=O)CSc1nnc(-c2cnccn2)n1C
14 | 17% | 0% | -15% | x | -1 | 3% | -1% | -6% | x | C=CCNC(=O)C1CC2c3ccccc3C1c1ccccc12 (stereo unspecified)
15 | 14µM* | u | 2% | u | -10 | -6% | -18% | 4% | 10µM* | CCN(CC)c1ccc(N=Nc2nn(C)c(C)c2[N+](=O)[O-])cc1
16 | 16% | -16% | 12% | u | -2 | -12% | 4% | -4% | -5% | CCN1CCc2nc3ccccc3c(C(=O)Nc3ccc(C#N)cc3)c2C1
17 | 34% | u | -4% | -10%[12.7 µM] | -1 | -23% | -33% | -14% | 79µM* | COc1ccc([C@@H]2C=C(C(=O)O)O[C@H](OCCCCO)C2)cc1
18 | 36% | 89µM* | 25% | 24%[2.33 µM] | -14 | 31%[activator] | -24% | -10% | 32µM* | Nn1cnnc1N/N=C/c1cc(Br)cc(Br)c1O
19 | 67%[activator] | 38%[activator] | 3% | x | 0 | 105%[activator] | 7% | -24% | x | COc1cc(OC)nc(Oc2cccc(Cl)c2C)n1
20 | 55%[activator] | -3% | -7% | u | 6 | 0% | -8% | -10% | -2% | Cc1cc(C)nc(SCCC(=O)N2CCOCC2)n1
21 | 7% | -28% | 4% | u | 5 | -20% | -34% | 0% | -8% | O=C(Nc1cccc(S(=O)(=O)N2CCCCC2)c1)c1c2c(nc3ccccc13)CCN(Cc1ccccc1)C2
22 | 27% | -13% | 0% | -10% | -9 | -14% | 5% | 14% | u | Cc1cc(S(=O)(=O)Nc2ccc3c(c2)n(C)c(=O)n3C)ccc1F
23 | 29% | -7% | 8% | 1%[12.7 µM] | -6 | 3% | 24% | 1% | 2% | Cc1cc(=O)[nH]c(N2CCN(C(c3ccccc3)c3ccccc3)CC2)n1
24 | 25% | u | -3% | -27% | -10 | 6% | -20% | 2% | 3% | COc1ccc(-c2nc(CS(=O)CC(=O)NCc3ccco3)c(C)o2)cc1OC (stereo unspecified)
25 | 33% | 4% | 1% | 0%[59 µM] | 5 | -5% | -5% | -4% | 11%[57.1 µM] | COc1ccccc1N1CCN(C(=O)c2c(C)oc3ncn(CC(C)C)c(=O)c23)CC1
26 | -16% | u | -1% | -32%[59 µM] | 1 | 0% | -21% | 2% | 4% | Cc1cc(C(F)(F)F)n2ncc(-c3ccccc3)c2n1
27 | 15% | -32% | 17% | u | 1 | u | 2% | -2% | u | CC(=O)C1=C(O)C(=O)N(CCc2c[nH]c3ccccc23)C1c1ccco1 (stereo unspecified)
28 | 27% | -7% | -11% | 13%[12.7 µM] | -3 | 4% | -3% | -4% | -3% | COC(=O)COc1ccc(S(=O)(=O)NCc2cccnc2)cc1C
29 | 28% | -25% | -4% | u | 1 | 11% | -30% | 3% | -29% | CCOc1ccc2[nH]c3c(N4CCN(C(=O)c5ccco5)CC4)ncnc3c2c1
30 | 32% | -20% | 0% | x | -2 | 18%&179% | -14% | u | 1% | N/C(=N\c1nc2ccccc2o1)NC(=O)c1cccc(Br)c1
31 | 26% | 17% | 7% | -5%[59 µM] | -2 | -17% | 11% | 0% | -2% | COc1ccc2c(c1)c1c(c(=O)n(Cc3ccccc3)c(=O)n1Cc1cc(C)ccc1C)n2C
32 | 32% | -8% | -12% | 8.9µM* | -1 | 4% | u | 1% | -1% | O=C(Nc1ccc2nc3ccccc3nc2c1)c1ccc(Br)cc1
33 | 35% | -2% | 8% | 10%[12.7 µM] | -7 | 3% | 25% | 16% | -8% | Cc1ccc2c(=O)[nH]c(Cc3ccccc3C(=O)O)nc2c1
34 | 14% | -15% | 13% | x | 3 | -5% | 8% | 4% | -14% | O=C(COc1cccc2cccnc12)N1CCc2ccccc21
35 | 31% | -10% | -1% | -12%[59 µM] | 0 | u | -4% | -5% | -1% | CCn1cc(C(=O)N2CCCCC2)c(=O)c2cc(S(=O)(=O)N3CCC(C)CC3)ccc21
36 | 30% | 4% | 1% | -13% | -1 | -2% | 4% | 10% | -11% | CC(Sc1nc2c(c(=O)[nH]1)CCCC2)C(=O)Nc1ccc(S(N)(=O)=O)cc1 (stereo unspecified)

From PubChem
